# PvdQ acylase: P. aeruginosa PvdQ acylase inhibitors, primary screen, biochemical, fluorescence, plate reader and imaging, single point | PvdQ acylase [Pseudomonas aeruginosa LESB58] | purified PvdQ acylase | inhibition, % at 10 µM | actives 0.063% (n = 340,000) | AID 488965, 2010; in the data active = inhibition above about 30%, passing the limit was not always enough; inconclusive = no clear call, values can overlap the other calls;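 note: 0% = vehicle neutral wells and 100% = reference inhibitor wells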
# PfHsp90 set2: growth inhibition of PfHsp90-expressing yeast, primary screen, antimalarial PfHsp90 inhibitor project, S. cerevisiae, BacTiter-Glo luminescence, single point, set 2 | actives 0.32% (n = 310,000) | BacTiter-Glo ATP, 48 h; yeast lacking PDR1 and PDR3 efflux regulators | inhibition, % at 9.4 µM;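 active = every replicate shows inhibition above about 80%, whatever the replicate mean, limit read from the data; inconclusive = mean inhibition reaches the set limit but some replicate falls short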;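 note: 0% = DMSO neutral controls and 100% = 20 µM radicicol positive controls; yeast relying on Plasmodium falciparum Hsp90 in place of its own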
# SR-BI DiI inh: inhibitors of SR-BI mediated HDL lipid uptake, primary screen, ldlA[mSR-BI] cells, fluorescence, single point; actives 0.96% (n = 320,000); AID 488896, 2010; Scavenger receptor class B member 1 (Mus musculus), Q61009; inhibition, % at 12.5 µM; ldlA[mSR-BI] CHO cells, DiI-HDL uptake fluorescence, 3 h;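 active = mean replicate inhibition of at least 70% and a set share of replicates each scoring 70 or more; inconclusive = meets just one of the two criteria; inactive = fails both criteria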;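 note: 0% = median of neutral control wells and 100% = median of positive control wells; values of inactives mirror those of a sister screen read the other way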
# Target sequence (Q61009 whole entry, looked up): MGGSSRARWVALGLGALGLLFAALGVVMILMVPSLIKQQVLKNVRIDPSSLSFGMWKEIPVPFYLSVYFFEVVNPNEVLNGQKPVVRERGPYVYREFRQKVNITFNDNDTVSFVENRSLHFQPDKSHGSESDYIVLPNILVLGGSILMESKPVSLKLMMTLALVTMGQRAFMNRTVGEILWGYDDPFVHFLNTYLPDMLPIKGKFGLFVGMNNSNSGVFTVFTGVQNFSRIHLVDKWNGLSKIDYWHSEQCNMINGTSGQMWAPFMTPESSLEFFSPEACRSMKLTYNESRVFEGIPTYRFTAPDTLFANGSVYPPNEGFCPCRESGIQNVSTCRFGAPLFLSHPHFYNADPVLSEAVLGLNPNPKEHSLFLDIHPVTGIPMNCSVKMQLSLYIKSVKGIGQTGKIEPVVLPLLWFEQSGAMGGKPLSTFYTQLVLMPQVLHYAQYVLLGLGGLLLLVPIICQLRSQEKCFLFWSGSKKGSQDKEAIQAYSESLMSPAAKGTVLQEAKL
# CAL PDZ FP-1: CAL PDZ peptide-binding inhibitors, primary screen, biochemical, fluorescence polarization, Cer-tagged CAL PDZ, HTS; Golgi-associated PDZ and coiled-coil motif-containing protein (Homo sapiens), Q9HD26; purified CAL PDZ, TMR-peptide fluorescence polarization, 1 h; inhibition, % at 20 µM; actives 0.02% (n = 330,000); AID 504414, 2011;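 active = highest replicate inhibition of at least 40%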;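 note: plate controls were DMSO neutral control wells for no effect and unlabeled competitor peptide control wells for full effect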
#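 Assay system – tagged CAL PDZ protein CerCALP, purified · Timing – 1 h at RT · Compound – single point, 20 µM · Measured by – fluorescence polarization from S- and P-plane intensities, G-factor corrected · Evaluation – inhibition from polarization loss · Probe or stimulus – TMR reporter peptide T*-PRC34 · Buffer or medium – pH 7.4 phosphate-saline buffer, reducing agent, detergent, IgG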
# CAL PDZ FP-2: untagged CAL PDZ binding inhibitors, primary screen, biochemical, fluorescence polarization, HTS; purified CAL PDZ, TMR-peptide fluorescence polarization, 1 h; actives 0.92% (n = 300,000); Golgi-associated PDZ and coiled-coil motif-containing protein (Homo sapiens), Q9HD26; inhibition, % at 24.9 µM; AID 602252, 2012;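 active = mean inhibition of at least 30% with at least half of replicates also reaching 30%; inconclusive = no clear call, values can overlap the other calls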;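 note: 0% = DMSO neutral control and 100% = excess unlabeled competitor peptide PRC23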
# SR-BI uptake up: activators of SR-BI mediated DiI-HDL uptake, primary screen, ldlA[mSR-BI] CHO cells, DiI fluorescence; 3 h; 100 = double the neutral-control signal; activation, % at 12.5 µM; actives 0.096% (n = 320,000);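 active = mean replicate activation of at least 60% and every replicate at or above 60%; inconclusive = mean or all-replicate condition met, but not both; inactive = mean below 60% and not all replicates reaching 60%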;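 note: 0% = median plate neutral-control signal and 100% = twice that signal; values of inactives mirror those of a sister screen read the other way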
#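 Test system: SR-BI-overexpressing, LDLR-lacking CHO cells. Measured by: DiI fluorescence, bottom read. Medium: Ham's F12 with 0.5% BSA, HEPES 25 mM, pH 7.4. Timing: 3 h uptake period with compound, 37 °C.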
# dFosB act: activators of delta FosB homodimer, primary screen, biochemical, fluorescence polarization, TAMRA-CDK5 oligo, single point. Protein FosB (Mus musculus), P13346. purified delta FosB; percent of positive-control signal above neutral wells. activation, % at 25 µM. AID 493131, 2011. actives 0.99% (n = 340,000);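 active = mean activation above about 17%, with every replicate also reaching it, limit read from the data, passing the limit was not always enough; inconclusive = only one of the two conditions met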;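 note: fluorescence polarization rise as delta FosB binds a TAMRA Cdk5 AP-1 oligo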
# Target sequence (P13346 whole entry, looked up): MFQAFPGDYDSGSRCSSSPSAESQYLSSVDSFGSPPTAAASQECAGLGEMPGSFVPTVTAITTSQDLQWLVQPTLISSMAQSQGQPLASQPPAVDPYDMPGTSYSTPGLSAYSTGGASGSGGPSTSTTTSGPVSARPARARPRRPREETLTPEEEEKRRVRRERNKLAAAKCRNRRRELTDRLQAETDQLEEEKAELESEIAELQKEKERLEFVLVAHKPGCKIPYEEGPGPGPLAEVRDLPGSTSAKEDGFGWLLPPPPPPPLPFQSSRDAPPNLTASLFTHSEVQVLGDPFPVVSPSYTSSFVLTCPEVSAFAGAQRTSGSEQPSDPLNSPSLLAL
# Rtt109 HAT inh: inhibitors of C. albicans Rtt109/Vps75 HAT, primary screen, biochemical, ThioGlo CoA-SH fluorescence, plate reader. Histone acetyltransferase RTT109 (Candida albicans (strain SC5314 / ATCC MYA-2876)), …. purified Rtt109/Vps75, 4 h. actives 0.16% (n = 330,000). inhibition, % at 34.9 µM. AID 540336, 2011;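 active = inhibition of at least 50% in every replicate; inconclusive = best replicate reaches 50% inhibition but some replicates fall short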
# MITF TRPM1 HTS: activators of MITF-driven TRPM1 promoter reporter, primary screen, cell-based, SK-MEL-5, luciferase, single point | actives 0.75% (n = 300,000) | SK-MEL-5 TRPM1-promoter luciferase, 24 h; % of positive control, neutral wells = 0 | activation, % at 12.5 µM | AID 588334, 2011;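 active = mean activation of at least 80% with every replicate also reaching 80%; inconclusive = mean reaches 80% but some replicate falls short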;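 note: 0% = neutral control wells and 100% = parthenolide positive control wells; values of inactives mirror those of a sister screen read the other way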
# NSD2 inh: NSD2 histone methyltransferase inhibitors, primary screen, biochemical, AlphaScreen, single concentration, set 2 | Histone-lysine N-methyltransferase NSD2 (Homo sapiens), O96028 | NSD2 peptide methylation, 120 min | inhibition, % at 12.5 µM | actives 0.54% (n = 310,000) | AID 743445, 2014; in the data active = inhibition above about 50%
# Starred values were filed as active, the others as inactive; ? = inconclusive; . = no result given. This is a random part of the collection. Share with any hit: about 4.3%.
SMILES,PvdQ acylase,PfHsp90 set2,SR-BI DiI inh,CAL PDZ FP-1,CAL PDZ FP-2,SR-BI uptake up,dFosB act,Rtt109 HAT inh,MITF TRPM1 HTS,NSD2 inh
O=C(NCc1ccccc1)c1ccc(F)c(F)c1,7,22,-2,-3.3,-1,2,-5,33,-2,-3
COCCn1c(SCC(=O)/C=C2\N(C)c3ccccc3C2(C)C)nnc1-c1ccncc1,12,14,19,-2.6,-4,-19,0,22,-5,-1
COc1ccc(NC(=O)C(=O)NCC2CCCN2S(=O)(=O)c2ccc(C)cc2)cc1 (configuration not stated),0,11,37,-2.2,-5,-37,9,4,-71,2
Cn1c(SCC(=O)NNC(=O)Cc2ccccc2)nnc1-c1ccc(Cl)cc1,6,5,-3,1.4,-2,3,1,-6,.,1
C#CCOCCOCCOCCNc1nc(N2CCN(C(=O)[C@H]([C@@H](C)CC)n3cc([C@@H](N)CO)nn3)CC2)nc(N2CCN(C(=O)[C@H](CCCCN)n3cc([C@@H](N)CO)nn3)CC2)n1,-2,14,4,1.6,0,-4,6,?,1,.
Cc1csc2nc(O)c(C(=O)NCCCN3CCCC3=O)c(=O)n12,-7,.,-54,-2.0,0,54,-8,-6,-3,-1
Cc1c(C(=O)NC2CCCc3ccccc32)oc2ccc(S(=O)(=O)N3CCOCC3)cc12 (configuration not stated),-15,.,30,.,.,-30,-3,-9,.,-2
Cc1ccc(NC(=O)COC(=O)c2ccc(OC(F)F)cc2)cc1S(=O)(=O)N1CCCCC1,8,2,13,-1.3,5,-13,-7,11,-2,2
CC(=O)Nc1ccc(Nc2nc(-c3ccccc3)nc3ccccc23)cc1,-4,-9,31,-0.6,1,-31,-9,-9,6,11
NS(=O)(=O)c1ccc(Nc2nc(-c3ccc(F)cc3)cs2)cc1,-11,-21,62,0.5,1,-62,-1,6,10,1
Cc1ccnc(SCC(=O)NC2CC2)n1,0,-2,-7,-0.4,-1,7,-1,8,0,-2
CCCCNS(=O)(=O)c1ccc(NS(=O)(=O)c2c(C)cc(C)cc2C)cc1,9,-3,-2,-0.3,-7,2,-3,22,-5,-6
CC1=Nc2nc(N3CCCCCC3)c(C#N)c3c4c(nc(c23)N1)N(c1ccc2ccccc2c1)C(=O)C4,-17,19,.,-2.4,-1,.,-23,-8,9,.
Cn1nc(Cc2n[nH]c(=S)n2C)c2ccccc2c1=O,0,-2,-1,0.0,-3,1,5,-15,.,1
Cc1cccc(NC(=O)CCNS(=O)(=O)c2cccc3nsnc23)c1C,-8,-13,23,-1.6,-4,-23,-2,-5,-4,-1
COc1ccc(NS(=O)(=O)c2cccc(C(=O)NC3CCN(Cc4ccccc4)CC3)c2)cc1,-9,-10,6,-1.5,-6,-6,-7,16,-2,1
C=CCC(NCCCO)c1cccc(OC)c1OC (configuration not stated),-16,-24,-6,0.3,.,6,-3,-17,.,0
Cc1ccc(C(=O)COC(=O)c2cc(=O)[nH]c3ccccc23)cc1,-11,27,-43,-0.4,-3,43,9,-1,54,12
CC1(C)CC(=NOC(=O)c2ccccc2)CC(C)(C)N1,-17,-50,-7,-0.8,-4,7,6,7,-4,1
Cc1cc(S(N)(=O)=O)c(N)c(S(N)(=O)=O)c1,-20,-9,-1,-1.0,-6,1,3,-2,-9,.
Cc1ccc(N(CC(=O)NCc2ccco2)C(=O)CCC(=O)Nc2ccccn2)c(C)c1,-5,-13,.,-2.6,-2,.,-2,6,-6,-3
C/C=C(/C)C(=O)Nc1cccc(C2=NOC3(C2)C[C@@H](C(N)=O)N(C(=O)CCCCC)C3)c1 (some centres not stated),7,-16,29,0.1,-3,-29,2,9,-2,.
NC(=O)C1CCN(CC(O)CSc2ccccc2)CC1 (configuration not stated),-5,-5,-13,-1.0,-1,13,3,5,.,-2
COc1ccc(C(=O)Nc2ccc(C(=O)NCCc3ccccc3)cc2)cc1,-13,-21,49,-12,5,-49,-3,-5,14,0
COc1ccc(S(=O)(=O)Nc2c(C(=O)O)[nH]c3ccc(OC)cc23)c(OC)c1,-6,-4,27,-2.6,0,-27,-10,10,-11,15
CCn1c(N2CCN(S(=O)(=O)c3ccc(OC)cc3)CC2)nc2ccccc21,15,7,8,1.7,-3,-8,-6,7,.,1
O=C(COC(=O)/C=C/c1nc2ccccc2s1)Nc1cccc(Cl)c1Cl,-4,-21,3,-1.8,-2,-3,2,-6,11,-3
CCC(=O)N1CCN(c2ccccc2NC(=O)c2ccc(OC)c(Cl)c2)CC1,-7,-4,34,.,2,-34,-6,6,-8,-3
CC(C)c1ccc(NC(=O)c2cccc(NC3=NC4CS(=O)(=O)CC4S3)c2)cc1 (configuration not stated),-16,20,-8,-0.3,0,8,-1,13,.,.
CCN(CC)C(=O)c1ccc(CS(=O)(=O)c2ccc(OC)cc2)o1,1,-9,-14,1.0,.,14,1,0,-1,.
N#Cc1nc(-c2cccs2)oc1N1CCOCC1,-14,2,9,-1.8,-2,-9,6,-16,-14,-2
Cc1c(NC(=O)c2cc(CC(C)C)on2)c(=O)n(-c2ccccc2)n1C,1,4,3,0.4,.,-3,-6,-4,-15,.
CCN(CC)c1ccc(C(=O)N/N=C(\C)c2cccc(OC)c2)cc1,-6,-4,-13,-0.6,-3,13,-3,1,3,3
Cc1ccc2nc(Cl)c3nnnn3c2c1,-6,107*,-7,0.0,-4,7,-7,1,-40,.
Cc1occc1-c1nnc(SCC(=O)NC2(C#N)CCCC2)n1C,-2,10,-13,-1.7,-4,13,4,-1,0,1
CSc1ccc(NS(=O)(=O)c2ccc(-n3cnnn3)cc2)cc1,3,-10,8,-2.2,-3,-8,2,-9,-5,-2
COc1cc(S(=O)(=O)N(Cc2cccc(OC)c2OC)CC2CCCO2)ccc1-n1cnnn1 (configuration not stated),10,0,12,-2.2,-4,-12,-9,-16,-2,.
Cc1cccc(OCc2nnc(SCC(=O)Nc3nccs3)o2)c1,8,-3,-22,-0.8,0,22,-13,0,-6,-2
O=C(Nc1cccc(Br)c1)c1ccc2c(c1)SC1=NS(=O)(=O)CCN12,?,5,?,-0.7,5,-72,0,13,-1,-3
COc1ccc(S(=O)(=O)N2CCN(Cc3ccc4c(c3)OCO4)CC2)cc1,14,19,.,-3.1,1,.,-10,8,0,11
COc1ccc(C(=O)N[C@H](C(=O)Nc2sccc2C(N)=O)C(C)C)cc1,-1,15,.,-0.4,.,.,-2,8,8,1
CCOC(=O)C1=CN(Cc2cccc(-c3ccc(Cl)nc3)c2)S(=O)(=O)N(C)C1C (configuration not stated),-1,6,21,-0.3,-2,-21,-3,8,48,.
O=C1CCC(C(=O)Nc2ccccc2N2CCOCC2)=NN1,2,-6,0,0.0,0,0,-6,2,.,1
Cc1ccc(C(=O)N/C(=C\c2ccco2)C(=O)NCc2cccnc2)cc1,-5,-40,-7,-1.4,-7,7,-4,4,4,2
O=C1/C(=C/c2ccncc2)SC(=S)N1C1CCCCC1,-10,-27,10,-0.9,-7,-10,2,-1,10,1
COc1ccc(CNC(=O)CN(C(=O)c2snc(C(N)=O)c2N)c2cccc(F)c2)cc1,-7,7,.,-2.8,-7,.,-5,8,-5,2
Cc1cccc(N=C2NC(=O)/C(=C\c3cccs3)S2)c1,-11,-38,-3,-2.7,-1,3,6,2,36,3
COC(=O)[C@@]1(C)[C@H]2C(=O)N(C)C(=O)[C@H]2[C@H]2CN=C(SCc3ccccc3)N21,-15,23,2,0.2,-3,-2,2,-4,-3,.
CC(C)C[C@H]1CN=C(Nc2ccccc2)N1CCCCc1ccccc1,-18,23,1,-1.2,2,-1,-4,6,18,.
O=C(NC(=S)Nc1cc([N+](=O)[O-])ccc1O)C1CC1,-2,16,5,-0.2,.,-5,3,-1,3,1
CCC1CCCCN1C(=O)c1cc2cc(Br)ccc2oc1=O (configuration not stated),-6,4,2,-0.3,0,-2,-2,-2,-5,.
CCOC(=O)CSc1nc2sc3c(c2c(=O)n1-c1ccccc1)CCN(C)C3,0,15,-4,-3.9,-7,4,-5,-24,-2,2
O=C(NCCc1ccccc1)C(=O)N/N=C/c1ccccc1C(F)(F)F,7,-11,6,0.3,-5,-6,1,4,-1,-1
Cc1nc(-c2nnc(SCC(=O)Nc3cc(Cl)cc(Cl)c3)n2C)cs1,-7,-1,-6,-0.7,-2,6,-6,-17,.,0
Cc1nc2cc(N=NC3=C(O)CCCC3=O)ccc2s1,-2,-12,-3,-2.2,-7,3,-1,-1,18,16
CC[C@]12c3[nH]c4ccc(OC)cc4c3CCN1C(=O)C(CC(=O)NCCCOC)C[C@@H]2C(=O)N1CCN(C(=O)C2CC2)CC1 (some centres not stated),-11,-6,10,-6.1,-3,-10,-1,-8,11,.
O=C(COC(=O)C1CCN(c2ccc(C(F)(F)F)cn2)CC1)NCCc1ccccc1,-8,.,-33,-2.4,-5,33,-10,-2,3,1
CC1(C)OC2CC3C4CC=C5CC(O)CCC5(C)C4CCC3(C)C2(C(=O)CO)O1 (configuration not stated),-10,31,32,-2.1,-2,-32,-9,-5,11,-4
O=C(COc1ccc(Cl)cc1)Nc1cnn(Cc2c(Cl)cccc2Cl)c1,-3,29,23,-0.8,.,-23,11,-4,2,0
COCCCNC(=O)CC(NCCCOC)C(=O)O (configuration not stated),-2,2,-3,0.1,2,3,0,-9,-5,-2
